Casp6 inh – caspase-6 (human) enzyme inhibition; P55212; purified caspase-6, Z-VEID-R110 cleavage fluorescence; inhibition, % at 12.5 µM; actives 0.53% (n = 350,000);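 active means mean inhibition across replicates at least about 35%, with every replicate also reaching that limit, limit read from the data; inconclusive means only one of the two criteria met; inactive means neither criterion met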;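 further: 0% = median of neutral control wells and 100% = no fluorescence left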
DENV2 CPE rescue – DENV2-induced cell death inhibition. AID 651640. DENV2-infected cells, cytopathic effect rescue, plate reader. actives 1.7% (n = 350,000). CPE inhibition, % at 9.99 µM; in the data active means CPE inhibition above about 20%, passing the limit was not always enough; inconclusive means no clear call, values can overlap the other calls; tested in BHK-21 cells;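 further: 0% = median of neutral control wells and 100% = median of positive control wells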
E-sel inducer – E-selectin induction on HUVECs; P16581; HUVEC E-selectin immunofluorescence imaging; normalized: neutral wells 0, TNF-alpha wells 100; activation, % at 7.58 µM; actives 0.37% (n = 260,000); AID 686992;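 active means mean E-selectin-positive cell signal at least 10% of the positive control, reached in at least 60% of replicates, without over 20% cell loss; inconclusive means no rule given, readout overlaps actives, possibly toxicity-flagged; inactive means the rest, including those meeting only one limit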;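 further: in these data hits start at about 27%; measured in HUVEC primary endothelial cells; signal is the percent of cells scored E-selectin positive by PE staining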
Target sequence (P16581 whole entry, looked up): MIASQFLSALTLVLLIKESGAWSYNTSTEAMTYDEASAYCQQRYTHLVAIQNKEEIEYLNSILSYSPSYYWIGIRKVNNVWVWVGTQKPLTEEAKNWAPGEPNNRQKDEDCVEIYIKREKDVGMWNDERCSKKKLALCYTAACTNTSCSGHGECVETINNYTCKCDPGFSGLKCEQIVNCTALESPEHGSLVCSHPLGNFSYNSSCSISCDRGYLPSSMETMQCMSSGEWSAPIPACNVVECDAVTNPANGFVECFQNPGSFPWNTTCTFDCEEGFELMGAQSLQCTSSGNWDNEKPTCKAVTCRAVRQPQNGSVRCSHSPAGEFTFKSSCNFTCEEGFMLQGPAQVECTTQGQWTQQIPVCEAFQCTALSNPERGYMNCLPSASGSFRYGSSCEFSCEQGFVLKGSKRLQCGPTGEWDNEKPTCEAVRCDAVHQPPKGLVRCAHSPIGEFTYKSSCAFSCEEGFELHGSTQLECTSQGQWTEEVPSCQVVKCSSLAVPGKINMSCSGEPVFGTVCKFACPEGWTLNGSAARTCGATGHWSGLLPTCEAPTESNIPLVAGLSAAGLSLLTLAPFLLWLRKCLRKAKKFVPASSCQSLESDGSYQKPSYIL
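Test system – human umbilical vein endothelial cells (HUVEC), E-selectin induction · Input – 3,000 HUVEC seeded per well · Buffer or medium – EGM-2, gelatin · Compound dosing – single-point compound dose · Detection – immunofluorescence imaging · Measure – percent E-selectin-positive cells · Controls – TNF-alpha high, DMSO low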
INS-1E GSIS act – GLuc luminescence reporter in INS-1E cells, primary screen for activators of glucose-dependent secretion of insulin; INS-1E GLuc reporter insulin secretion, 2-3 h; activation, % at 16.6 µM; actives 0.61% (n = 370,000); AID 743287;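 active means lowest replicate activation of at least 40%, so every replicate reaches that level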;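 further: 0% = median of neutral control wells and 100% = median of IBMX positive control wells; some compounds called inactive have numbers as strong as hits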
RAD52 inh – inhibitors of human RAD52 DNA annealing | P43351 | recombinant RAD52 DNA annealing, FRET fluorescence | AID 651710 | actives 0.46% (n = 360,000) | inhibition, % at 18.7 µM;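 active means every replicate showing at least 50% inhibition; inconclusive means mean inhibition at least 50% but not in every replicate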
Target sequence (P43351 whole entry, looked up): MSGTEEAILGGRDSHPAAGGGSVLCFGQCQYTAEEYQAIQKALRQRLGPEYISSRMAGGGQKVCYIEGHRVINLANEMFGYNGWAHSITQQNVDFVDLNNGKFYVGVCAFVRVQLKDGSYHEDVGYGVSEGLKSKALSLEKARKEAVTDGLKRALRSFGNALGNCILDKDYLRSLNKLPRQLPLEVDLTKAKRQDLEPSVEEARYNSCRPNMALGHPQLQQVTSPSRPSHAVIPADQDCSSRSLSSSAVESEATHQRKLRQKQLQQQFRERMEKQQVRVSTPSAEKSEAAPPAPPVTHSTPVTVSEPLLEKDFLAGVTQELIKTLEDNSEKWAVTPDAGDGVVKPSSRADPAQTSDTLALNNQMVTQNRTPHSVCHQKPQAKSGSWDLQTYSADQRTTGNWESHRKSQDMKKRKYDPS
RAD54 branch – RAD54 (human) branch migration inhibition. inhibition, % at 10.4 µM. RAD54 Holliday junction branch migration, FAM/BHQ fluorescence. AID 602329. actives 0.14% (n = 360,000);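 active means mean normalized replicate activity at least 40 and at least half of replicates scoring 40 or more; inconclusive means only one of the two criteria met; inactive means mean below 40 and under half of replicates reaching 40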;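 further: 0% = median of neutral control wells and 100% = median of positive control wells; inhibitors cause a drop in the FAM fluorescence signal; in these data hits start at about 50%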
Xi reactivation – activators of X-chromosome reactivation in mouse fibroblasts. XiGFP mouse fibroblasts, % GFP-positive cells imaging, 3 d; cells co-treated with 5-aza-dC sensitizer; scaled so ellipticine positive control = 100%. activation, % at 7.58 µM. actives 0.055% (n = 360,000);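 active means mean normalized replicate activation at least 10% and every replicate at or above 10%; inconclusive means only one of the two criteria met; inactive means mean below 10% and not all replicates reach 10%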;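 further: 0% = median of on-plate neutral control wells and 100% = ellipticine 6 µM median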
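Assay system: SV40-immortalized XiGFP fibroblast cells, line 68-5-11; buffer or medium: DMEM plus 5-aza-dC sensitizer; compound: one concentration, pinned; timing: compounds 3 days, fix/stain 15 min at room temperature; benchmarks: positive control ellipticine, 6 µM final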
F508del corr – correctors of CFTR F508del function in bronchial epithelial cells | actives 0.36% (n = 350,000) | CFBE cells, YFP halide quenching; stimulated with forskolin plus potentiator P3; % fluorescence drop versus neutral controls | activity (quench increase), % at 7.58 µM;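 active means mean added fluorescence quench of at least 8% versus neutral control, with both replicates also reaching 8%; inconclusive means only one of the mean or replicate conditions met; inactive means mean below 8% and not both replicates reaching 8%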;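 further: cells transiently co-express mutant CFTR-F508del with the halide-sensitive YFP; corrector assay measuring rescue of mutant channel to the surface after 24 h compound exposure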
* = called active by the depositor; ? = inconclusive; / = not tested or not shown.

1	COCCNC(=O)/C(C#N)=C/c1ccc(SC)cc1
2	CO[C@@H]1CN(C)C(=O)c2cc(NC(C)=O)ccc2OC[C@H](C)N(C(=O)CC2CC2)C[C@H]1C
3	O=C(Cn1cc(F)c(=O)[nH]c1=O)NCCO
4	COC(=O)C[C@@H]1C[C@@H]2c3cc(NC(=O)Nc4ccc(OC)cc4)ccc3O[C@@H]2[C@H](CO)O1
5	O=C(CNC(=O)c1ccccc1)N/N=C/c1ccc([N+](=O)[O-])o1
6	C[C@@H]1CN([C@@H](C)CO)C(=O)c2cc(NC(=O)CCC(F)(F)F)ccc2O[C@@H](C)CCCCO[C@H]1CN(C)C(=O)c1ccccc1
7	CCOC(=O)c1cc2c(ccn2C)n1Cc1ccccc1C
8	Cn1cnc(C(=O)N2CCN(C(=O)OC(C)(C)C)CC2)c1C(=O)N1CCN(C(=O)OC(C)(C)C)CC1
9	C[C@H]1CN([C@@H](C)CO)S(=O)(=O)c2ccc(C3=CCCC3)cc2O[C@@H]1CN(C)C(=O)c1cnccn1
10	CO[C@H]1CN(C)C(=O)c2ccc(NC(=O)C3CC3)cc2OC[C@@H](C)N(Cc2ccncc2)C[C@@H]1C
Screen / compound no.,1,2,3,4,5,6,7,8,9,10
Casp6 inh,0,-2,2,/,14,-1,3,-4,/,1
DENV2 CPE rescue,-2,16,/,6,0,-8,-5,-2,/,5
E-sel inducer,/,0.1,/,1.2,/,-0.1,/,/,-0.2,/
INS-1E GSIS act,28,0,4,-2,4,3,-15,19,0,/
RAD52 inh,-17,-3,-12,/,-9,19,-14,-8,/,1
RAD54 branch,-3,-5,9,3,/,1,-3,3,/,3
Xi reactivation,3.3,0.1,0.0,-0.1,0.0,0.2,/,0.0,0.0,/
F508del corr,0.6,-0.3,0.1,-0.6,-3.1,1.0,-1.9,-4.8,-2.3,0.4

Look-ups from the entries so far.
In INS-1E GSIS act, CCOC(=O)c1cc2c(ccn2C)n1Cc1ccccc1C shows -15
In Xi reactivation, C[C@H]1CN([C@@H](C)CO)S(=O)(=O)c2ccc(C3=CCCC3)cc2O[C@@H]1CN(C)C(=O)c1cnccn1 shows 0.0

(cont.)
11	O=C(C[C@H]1C=C[C@H](NC(=O)c2cnccn2)[C@@H](CO)O1)NCc1ccccc1F
12	C[C@H](O)C#Cc1cnc2c(c1)C(=O)N([C@H](C)CO)C[C@@H](C)[C@@H](CN(C)Cc1cccc(F)c1)O2
13	CO[C@@H]1CN(C)C(=O)c2cc(NC(=O)Nc3ccccc3Cl)ccc2OC[C@@H](C)N(Cc2ccccc2C(=O)O)C[C@H]1C
14	COc1ccccc1CNC(=O)COC(=O)c1ccco1
15	COc1ccccc1S(=O)(=O)N(C)C[C@H]1Oc2cc(C#CCC3CCCC3)ccc2S(=O)(=O)N([C@@H](C)CO)C[C@@H]1C
16	COCC(=O)N1[C@@H](C#N)[C@@H](c2ccccc2-c2ccccc2F)[C@@H]1CO
17	COCCNC(=O)CN(C(=O)CCC(=O)Nc1ccccn1)c1ccccc1OC
18	O=C1C(Cl)=C(Nc2ccccc2)C(=O)c2ccccc21
19	COc1cccc(CN2CCNC(=O)C2CC(=O)N(C)CC2CCOCC2)c1 (stereo not drawn)
20	COc1ccccc1NS(=O)(=O)c1cccc(C(=O)N/N=C/c2ccccc2OCC(=O)O)c1
Screen / compound no.,11,12,13,14,15,16,17,18,19,20
Casp6 inh,0,1,0,5,0,-2,0,5,1,13
DENV2 CPE rescue,-3,-9,-12,?,1,-2,-1,-1,11,3
E-sel inducer,-0.1,-0.5,3.0,-0.2,1.2,-0.1,/,9.4,-0.5,6.5
INS-1E GSIS act,-3,25,9,3,3,17,-2,35,-4,2
RAD52 inh,-5,0,2,7,-12,-3,-1,2,-9,-11
RAD54 branch,-1,-4,4,-8,6,/,-4,-7,2,9
Xi reactivation,1.0,-0.1,0.4,0.0,0.1,0.1,0.2,0.0,0.0,-0.1
F508del corr,1.3,-3.3,-0.8,-0.6,-2.3,-2.5,-3.0,/,-1.5,0.9

21	O=[N+]([O-])c1nccn1CC(O)CO (stereo not drawn)
22	COc1cccc(-c2cnc3c(c2)C(=O)N([C@@H](C)CO)C[C@H](C)[C@H](CN(C)Cc2cccnc2)O3)c1
23	COCC(=O)Nc1ccc2c(c1)C(=O)N(C)[C@@H]1CC[C@@H](CC(=O)NCC(F)(F)F)O[C@@H]1CO2
24	Cc1ccc(S(=O)(=O)N2CCN(C(=O)c3ccc4nc[nH]c4c3)CC2)cc1
25	COc1ccc(N2C(=O)N3[C@H](c4ccc(Br)cc4)[C@@H]4C(=O)N(C(C)(C)C)C(=O)[C@@H]4[C@]3(Cc3ccccc3)C2=O)cc1
26	O=Cc1ccccc1Cl
27	O=C(c1ccc(C(=O)N2CCN(c3ccccc3F)CC2)nc1)N1CCN(c2ccccc2F)CC1
28	COc1ccc(NC(=O)Nc2ccon2)c(OC)c1
29	COc1ccc(CCNC(=O)c2cc(=O)[nH]c3ccc(Br)cc23)cc1OC
30	COc1ccc(NC(=O)c2ccc(NC3=NC4CS(=O)(=O)CC4S3)cc2)cc1 (stereo not drawn)
Screen / compound no.,21,22,23,24,25,26,27,28,29,30
Casp6 inh,-4,-6,0,5,1,-3,-2,1,-1,-2
DENV2 CPE rescue,?,10,81*,0,-6,5,5,-10,15,-2
E-sel inducer,0.1,-0.3,0.4,0.3,/,/,-0.8,-0.2,/,/
INS-1E GSIS act,4,2,-1,-6,-12,-1,12,0,6,/
RAD52 inh,-10,-3,-10,-10,-59,-11,-14,-10,-2,-6
RAD54 branch,/,4,2,-9,-1,/,-3,/,-2,-7
Xi reactivation,0.1,-1.2,0.4,0.0,0.0,/,-0.1,0.1,0.5,0.0
F508del corr,-0.7,2.0,2.7,-1.7,2.4,-0.5,-2.4,4.5,-1.6,1.5

Ordered by the number under INS-1E GSIS act (low to high): 7 of the compounds above.
No. | SMILES | Casp6 inh | INS-1E GSIS act | RAD52 inh | F508del corr
23 | COCC(=O)Nc1ccc2c(c1)C(=O)N(C)[C@@H]1CC[C@@H](CC(=O)NCC(F)(F)F)O[C@@H]1CO2 | 0 | -1 | -10 | 2.7
2 | CO[C@@H]1CN(C)C(=O)c2cc(NC(C)=O)ccc2OC[C@H](C)N(C(=O)CC2CC2)C[C@H]1C | -2 | 0 | -3 | -0.3
20 | COc1ccccc1NS(=O)(=O)c1cccc(C(=O)N/N=C/c2ccccc2OCC(=O)O)c1 | 13 | 2 | -11 | 0.9
21 | O=[N+]([O-])c1nccn1CC(O)CO (stereo not drawn) | -4 | 4 | -10 | -0.7
29 | COc1ccc(CCNC(=O)c2cc(=O)[nH]c3ccc(Br)cc23)cc1OC | -1 | 6 | -2 | -1.6
27 | O=C(c1ccc(C(=O)N2CCN(c3ccccc3F)CC2)nc1)N1CCN(c2ccccc2F)CC1 | -2 | 12 | -14 | -2.4
1 | COCCNC(=O)/C(C#N)=C/c1ccc(SC)cc1 | 0 | 28 | -17 | 0.6

Next results
31	Cc1ccc(S(=O)(=O)Nc2ccc3c(c2)C(=O)N([C@H](C)CO)C[C@@H](C)[C@H](CN(C)C(=O)Nc2ccc(F)cc2)O3)cc1
32	O=C(NCCc1ccc(Cl)cc1)C(=O)Nc1cc2c3c(c1)CC(=O)N3CCC2
33	C[C@H]1CN([C@@H](C)CO)C(=O)Cc2cc(NC(=O)Cc3cn(C)c4ccccc34)ccc2O[C@H]1CN(C)C(=O)Nc1ccc(F)cc1
34	CC1=NOC(=O)/C1=C\c1ccc(-c2ccccc2Br)o1
35	Cc1nn(C)c(C)c1C1C(C#N)=C(N)OC2=C1C(=O)CCC2 (stereo not drawn)
36	COc1ccc(N2CCN(C(=O)CCCCCn3c(=S)[nH]c4ccc(N5CCOCC5)cc4c3=O)CC2)cc1
37	C[C@H]1CN([C@@H](C)CO)C(=O)Cc2cc(NC(=O)Cc3ccccc3)ccc2O[C@@H]1CN(C)C(=O)Nc1ccccc1
38	COc1ccc(S(=O)(=O)N(C)C[C@@H]2OCCCC[C@@H](C)Oc3ccc(NS(=O)(=O)c4ccccc4)cc3C(=O)N([C@@H](C)CO)C[C@H]2C)cc1
39	CC(C)NC(=O)N1CCCCN2[C@@H](CO)[C@H](c3ccc(Br)cc3)[C@@H]2C1
40	CCC(=O)c1ccc2c(c1)N(CCCN(C)C)c1ccccc1S2
Screen / compound no.,31,32,33,34,35,36,37,38,39,40
Casp6 inh,0,0,0,15,1,-2,1,0,5,-9
DENV2 CPE rescue,12,4,-2,-4,-5,8,-8,-10,-7,?
E-sel inducer,-0.3,2.3,0.3,4.1,/,0.0,-0.2,/,-0.4,0.7
INS-1E GSIS act,1,5,1,-21,8,16,0,-13,0,/
RAD52 inh,11,-13,15,-14,-4,-16,14,12,-5,70*
RAD54 branch,-8,12,/,/,/,4,2,1,9,28
Xi reactivation,-0.8,0.0,-1.0,0.4,0.0,0.0,0.1,0.0,0.1,0.3
F508del corr,-2.3,2.2,0.6,?,-0.8,-0.2,-1.2,-0.1,0.7,-15

41	CCC(C(=O)c1ccc2ncccc2c1)c1ccccc1 (stereo not drawn)
42	COc1cccc(/C=C/C(=O)N2CCN(c3ccccn3)CC2)c1
43	CC(C)CC#Cc1ccc2c(c1)O[C@H](CN(C)C(=O)CN(C)C)[C@H](C)CN([C@@H](C)CO)S2(=O)=O
44	C[C@@H]1C(c2ccc(F)cc2)=NN(c2ccc(Br)cc2)[C@H]1C(=O)N1CCOC1=O
45	CC(=O)Nc1ccc2c(c1)C(=O)N(C)[C@H]1CC[C@@H](CC(=O)NCc3ccccc3Cl)O[C@H]1CO2
46	CC(=O)c1cccc(NC(=O)c2ccc(N(Cc3ccccc3)S(C)(=O)=O)cc2)c1
47	C[C@H]1CCCCO[C@@H](CN(C)Cc2ccc(C(=O)O)cc2)[C@@H](C)CN([C@@H](C)CO)C(=O)c2cc(NC(=O)CCCN(C)C)ccc2O1
Screen / compound no.,41,42,43,44,45,46,47
Casp6 inh,1,-61,2,-3,-1,0,0
DENV2 CPE rescue,8,4,/,-4,0,/,-8
E-sel inducer,/,/,-0.2,-1.3,0.1,/,0.2
INS-1E GSIS act,-9,7,-8,-16,-14,-4,17
RAD52 inh,-14,-13,24,-18,-2,-9,14
RAD54 branch,/,-4,4,13,8,-8,9
Xi reactivation,0.0,0.2,-0.9,0.1,0.3,/,0.1
F508del corr,1.1,1.5,-1.4,2.9,-1.8,/,0.4

2 of these compounds in a different format.
Each structure is followed by: Casp6 inh, DENV2 CPE rescue, E-sel inducer, INS-1E GSIS act, RAD52 inh, RAD54 branch, Xi reactivation, F508del corr
41) CCC(C(=O)c1ccc2ncccc2c1)c1ccccc1 (stereo not drawn)
 : 1, 8, /, -9, -14, /, 0.0, 1.1
42) COc1cccc(/C=C/C(=O)N2CCN(c3ccccn3)CC2)c1
 : -61, 4, /, 7, -13, -4, 0.2, 1.5

Source: PubChem BioAssay (Broad Institute)
